Bioassay records (PubChem BioAssay)
Cdc42 wt: modulators of GTP binding to wildtype Cdc42, primary screen, biochemical, multiplex bead flow cytometry, Bodipy-GTP | Cell division control protein 42 homolog (Homo sapiens), P60953 | GST-Cdc42 beads; actives lie on both sides | percent activity (GTP binding), % at 10 µM | hit rate 0.2% among 190,000;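 active = percent activity GTP binding at least 20 points away from the 100% baseline, either down as inhibitor or up as activator; inconclusive = compound flagged as likely green fluorescent from well-wide comparison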;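 also: median bead fluorescence of bound Bodipy-FL-GTP at 100 nM; 0% = excess unlabeled GTP control and 100% = no compound control; below 100% means less GTP binding so inhibitor and above means activator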
Target sequence (P60953 whole entry, looked up): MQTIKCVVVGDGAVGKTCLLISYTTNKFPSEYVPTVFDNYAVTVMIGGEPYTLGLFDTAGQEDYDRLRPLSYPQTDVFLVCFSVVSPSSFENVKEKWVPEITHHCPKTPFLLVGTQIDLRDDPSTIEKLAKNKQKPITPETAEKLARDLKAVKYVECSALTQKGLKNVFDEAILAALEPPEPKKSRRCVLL
Mcl1-Noxa inh: Mcl-1/Noxa binding inhibitors, primary screen, biochemical, TR-FRET, 1536-well; Induced myeloid leukemia cell differentiation protein Mcl-1 (Homo sapiens), Q07820; TR-FRET Mcl-1/Noxa peptide binding, 2 h; inhibition, % at 21.7 µM; hit rate 1.5% among 220,000; AID 1022, 2008;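 active = compounds that cut the protein-peptide binding signal by more than 50% relative to plate controls in a single-dose test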;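 also: His-tagged Mcl-1 with rhodamine Noxa BH3 peptide and terbium anti-His antibody; 0% = Mcl-1 plus Noxa peptide wells and 100% = peptide-only wells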
Target sequence (Q07820 whole entry, looked up): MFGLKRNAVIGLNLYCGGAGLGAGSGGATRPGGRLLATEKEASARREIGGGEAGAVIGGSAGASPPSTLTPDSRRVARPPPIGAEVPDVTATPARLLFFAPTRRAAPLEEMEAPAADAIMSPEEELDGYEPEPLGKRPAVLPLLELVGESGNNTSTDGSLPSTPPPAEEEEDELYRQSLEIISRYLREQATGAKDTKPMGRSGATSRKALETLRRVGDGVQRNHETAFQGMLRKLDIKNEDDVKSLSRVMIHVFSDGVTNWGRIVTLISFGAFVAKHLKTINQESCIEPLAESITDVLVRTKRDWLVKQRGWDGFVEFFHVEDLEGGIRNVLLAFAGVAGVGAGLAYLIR
GSH bead fluor: compound fluorescence on glutathione beads, profiling panel, artefact control, biophysical, 488/530 nm, flow cytometry | fluorescence (KMESF) at 10 µM | AID 1776, 2009 | GSH beads flow cytometry, compound fluorescence 488/530 nm; active compounds read high | hit rate 0.25% among 190,000; in the data active = fluorescence above about 89;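 also: glutathione beads carrying GST-tagged Bcl family fusion proteins plus one bare bead set; values are compound well signal with DMSO vehicle wells as background; inactives centre near 16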
Avidin bead fluor: green autofluorescence of compounds with avidin beads – biophysical, 488/530 nm, flow cytometry, artefact control, profiling panel. fluorescence (KMESF) at 10 µM. compound fluorescence 488/530 nm; active compounds read high. hit rate 0.38% among 220,000; in the data active = fluorescence above about 47; also: inactives centre near 10
Rac1 wt modul: wildtype Rac1 GTP binding modulators, primary screen, biochemical, GST-Rac1 beads, flow cytometry, multiplex | Ras-related C3 botulinum toxin substrate 1 (Homo sapiens), P63000 | fluorescent GTP binding; actives lie on both sides; 0 = cold GTP competed, 100 = untreated | GTP binding activity (% of control), % at 10 µM | hit rate 0.27% among 190,000;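 active = GTP binding activity at least 20 points away from the 100% control level, either lower or higher; inconclusive = compound flagged as likely green fluorescent, judged across all proteins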
Rab2A wt mod: modulators of GTP binding to Rab2A wildtype, primary screen, biochemical, dog, bead-based flow cytometry, multiplex; Ras-related protein Rab-2A (Canis lupus familiaris), P61105; GST-Rab2 wt beads, Bodipy-GTP binding; GTP binding activity, % at 10 µM; hit rate 0.19% among 190,000; AID 760, 2007;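 active = GTP binding activity at least 20 points away from 100%, either lowered or raised; inconclusive = signal likely due to the compound's own green fluorescence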;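 also: 0% = beads with excess unlabeled GTP and 100% = no-compound control corrected for plate trend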
Rac1 act GTP bind: GTP binding modulators of activated mutant Rac1, primary screen, biochemical, bead-based flow cytometry, multiplex, fluorescent GTP. AID 764, 2007. Ras-related C3 botulinum toxin substrate 1 (Homo sapiens), P63000. percent activity (GTP binding), % at 10 µM. GST-Rac1 activated beads; actives lie on both sides; 100% means binding = to untreated wells. hit rate 0.11% among 190,000;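 active = GTP binding at least 20 percentage points away from the 100% baseline, in either direction, so actives lie on both sides; inconclusive = Compound likely fluorescent itself, or too few beads counted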
HRas wt GTP: modulators of GTP binding to HRas wildtype, primary screen, biochemical, bead-based flow cytometry, multiplex | hit rate 0.14% among 190,000 | GST-Ras wt beads, Bodipy-FL-GTP binding; actives lie on both sides | GTPase HRas (Homo sapiens), P01112 | GTP binding activity, % at 10 µM;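 active = GTP binding activity at least 20% away from the 100% baseline, either lowered as inhibitor or raised as activator; inconclusive = flagged as likely green fluorescent, judged across all proteins in the well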;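 also: 0% = unlabeled GTP competition control and 100% = no-compound control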
Target sequence (P01112 whole entry, looked up): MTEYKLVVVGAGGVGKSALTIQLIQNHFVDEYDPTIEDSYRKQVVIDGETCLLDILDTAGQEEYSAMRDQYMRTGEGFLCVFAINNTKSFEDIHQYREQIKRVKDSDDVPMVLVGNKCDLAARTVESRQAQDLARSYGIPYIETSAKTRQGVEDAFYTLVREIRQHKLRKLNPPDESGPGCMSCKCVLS
Rab7 wt modul: modulators of GTP binding to Rab7, primary screen, biochemical, wildtype, multiplex bead flow cytometry | GST-Rab7 beads, fluorescent GTP binding; actives lie on both sides; untreated = 100%, excess cold GTP = 0% | GTP binding activity (percent of control), % at 10 µM | hit rate 0.055% among 190,000 | AID 758, 2007;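 active = fluorescent GTP binding to Rab7 beads changed by at least 20 points from the 100% baseline, either direction, mostly lower; inconclusive = compound itself probably fluorescent, or too few beads counted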;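 also: median green fluorescence of bound Bodipy-FL-GTP per Rab7 bead population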
Pf gamet viab: late stage P. falciparum gametocyte viability inhibitors, primary screen, ATP luminescence, HTS; inhibition, % at 10.9 µM; P. falciparum stage V gametocytes, 24 h; hit rate 0.065% among 150,000;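 active = inhibition above the mean plus 3 SD of compounds within the control limits, set per campaign, cut at about 38% in these data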;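 also: 0% = DMSO wells and 100% = medium only without gametocytes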
Mcl1-Bid inh: Mcl-1/Bid binding inhibitors, primary screen, biochemical, TR-FRET, 1536-well | Induced myeloid leukemia cell differentiation protein Mcl-1 (Homo sapiens), Q07820 | TR-FRET Mcl-1/Bid-Dy647 peptide binding | inhibition, % at 21.7 µM | hit rate 0.97% among 220,000;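 active = compounds that cut the binding signal by more than half at the single screening dose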;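 also: His-tagged Mcl-1 with europium anti-His antibody binding Bid BH3 peptide; 0% = Mcl-1 plus peptide wells and 100% = peptide-only wells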
Starred values were filed as active, the others as inactive; ? = inconclusive; nt = not tested or not shown.

SMILES | Cdc42 wt | Mcl1-Noxa inh | GSH bead fluor | Avidin bead fluor | Rac1 wt modul | Rab2A wt mod | Rac1 act GTP bind | HRas wt GTP | Rab7 wt modul | Pf gamet viab | Mcl1-Bid inh
CCOC(=O)N1CCN(C(=O)CSCC(=O)Nc2nc(-c3ccccc3)cs2)CC1 | 100 | 2 | 28 | 4 | 106 | 99 | 100 | 101 | 98 | nt | 2
CCOc1nc(N2CCOCC2)nc(N2CCOCC2)n1 | 98 | 15 | 13 | 9 | 101 | 99 | 96 | 97 | 104 | nt | -22
CC(C)(C)NC(=O)CN(C(=O)c1csnn1)c1cccc2c1CCCC2 | 94 | 2 | 21 | 9 | 95 | 99 | 94 | 96 | 102 | nt | 5
O=C(CSc1nc2cc3ccccc3cc2[nH]1)Nc1ccc(F)cc1 | 98 | 8 | 29 | 15 | 105 | 100 | 96 | 101 | 101 | nt | -12
COC(=O)c1c(S(N)(=O)=O)c2ccccc2n1C | 96 | -4 | 15 | 14 | 95 | 104 | 102 | 99 | 102 | 1 | 6
C=CCc1ccc(OCCCCCN2CCOCC2)c(OC)c1 | 101 | 30 | 25 | 11 | 103 | 102 | 99 | 101 | 104 | 17 | 46
CC(C)(C)NC(=O)CSc1ncnc2c1nnn2Cc1ccccc1Cl | 104 | 14 | 11 | 22 | 104 | 104 | 98 | 105 | 106 | nt | -10
Cc1ccccc1NC(=O)Cc1ccccc1 | 103 | 11 | 21 | 8 | 104 | 99 | 99 | 101 | 102 | nt | 2
NCCc1nnc(SCc2ccccc2F)o1 | 101 | 5 | 16 | 9 | 105 | 103 | 99 | 102 | 101 | -3 | 5
Cc1cc(NC(=O)/C=C/c2ccccc2Cl)no1 | 103 | -40 | 12 | 11 | 107 | 99 | 101 | 102 | 97 | 11 | -35
CC1CCCC(C)N1C(=O)CSc1nnc(COc2cccc3cccnc23)o1 (centres undefined) | 99 | 9 | 13 | 10 | 104 | 101 | 98 | 100 | 100 | 5 | -9
Cc1cccc(-c2noc(CCC(=O)NCC3CCCO3)n2)c1 (centres undefined) | 100 | 2 | 20 | 32 | 101 | 101 | 99 | 99 | 100 | -19 | -21
O=C(CNC(=O)c1ccco1)OCc1cccc(Cl)c1 | 102 | -4 | 14 | 12 | 113 | 104 | 102 | 104 | 103 | nt | -22
CCCCCCOc1ccc(N2C(=O)CC(SC(=NCC)NCC)C2=O)cc1 (centres undefined) | 104 | 1 | 13 | nt | 100 | 101 | 97 | 100 | 109 | 0 | -23
Cc1n[nH]c(C)c1CCCCOc1ccccc1 | 89 | 23 | 11 | 12 | 86 | 94 | 90 | 96 | 96 | -5 | 17
CCC(CC)=NNC(=O)c1ccccc1OCc1ccc(F)cc1 | 102 | -3 | 13 | 13 | 103 | 100 | 96 | 97 | 98 | nt | 10
O=C(N/C(=C/C=C/c1ccccc1)C(=O)N1CCOCC1)c1ccccc1Cl | 91 | -13 | 12 | 21 | 99 | 97 | 94 | 96 | 100 | 11 | -23
COc1ccc(C/C(N)=N/OC(=O)c2cccs2)cc1 | 99 | 17 | 17 | 9 | 104 | 99 | 99 | 100 | 104 | nt | -29
O=C(c1ccco1)N1CCN(C(=O)C2CCCN(S(=O)(=O)c3cccc4nsnc34)C2)CC1 (centres undefined) | 106 | -39 | 28 | 14 | 105 | 103 | 101 | 103 | 101 | nt | 39
COc1ccc(C(=O)N2C(=O)c3ccc(N)cc3C2=O)cc1 | 96 | -7 | 18 | 36 | 97 | 98 | 96 | 97 | 101 | nt | 17
CCc1ccc(NC(=O)CSc2nc(NS(=O)(=O)c3ccccc3)cc(=O)[nH]2)cc1 | 97 | 11 | 14 | 9 | 98 | 96 | 96 | 95 | 97 | 16 | -21
CCOC(=O)c1ccc(N2C(=O)C(CC(=O)NC)N(CCc3ccc(OC)c(OC)c3)C2=S)cc1 (centres undefined) | 100 | 12 | 17 | 9 | 99 | 96 | 96 | 97 | 94 | -4 | -22
O=C(Nc1ccc(C(F)(F)F)cc1Cl)c1ccc(Cn2cc(Br)cn2)o1 | 95 | -4 | 28 | 21 | 96 | 93 | 91 | 93 | 100 | -11 | 6
Cc1ccc(Nc2cc(-n3nc(C)cc3C)ncn2)c(C)c1 | ? | 56* | 14 | 12 | ? | ? | ? | ? | ? | nt | -14
CC(C)NC(=O)c1cc(-c2ccc(Br)cc2)on1 | 97 | 16 | 24 | 25 | 102 | 98 | 100 | 98 | 98 | 9 | -5

Entries of single compounds, looked up by structure. Values in the order: Cdc42 wt, Mcl1-Noxa inh, GSH bead fluor, Avidin bead fluor, Rac1 wt modul, Rab2A wt mod, Rac1 act GTP bind, HRas wt GTP, Rab7 wt modul, Pf gamet viab, Mcl1-Bid inh
Profile of C=CCc1ccc(OCCCCCN2CCOCC2)c(OC)c1 : 101, 30, 25, 11, 103, 102, 99, 101, 104, 17, 46
Profile of CCOC(=O)c1ccc(N2C(=O)C(CC(=O)NC)N(CCc3ccc(OC)c(OC)c3)C2=S)cc1 (centres undefined) : 100, 12, 17, 9, 99, 96, 96, 97, 94, -4, -22
Profile of O=C(CNC(=O)c1ccco1)OCc1cccc(Cl)c1 : 102, -4, 14, 12, 113, 104, 102, 104, 103, nt, -22

Later entries
SMILES | Cdc42 wt | Mcl1-Noxa inh | GSH bead fluor | Avidin bead fluor | Rac1 wt modul | Rab2A wt mod | Rac1 act GTP bind | HRas wt GTP | Rab7 wt modul | Pf gamet viab | Mcl1-Bid inh
O=C(Nn1c(C2CCCCC2)nc2ccccc2c1=O)c1ccc(Cl)c([N+](=O)[O-])c1 | 100 | 17 | 7 | 3 | 98 | 96 | 99 | 98 | 95 | nt | 8
COc1ccc2nc(N/C(N)=N/C(=S)Nc3ccccc3)nc(C)c2c1 | 97 | -24 | 14 | 13 | 97 | 98 | 100 | 99 | 105 | -5 | -33
O=c1c2ccccc2nc2n1CC/C2=C/N1CCN(c2cccc(C(F)(F)F)c2)CC1 | 100 | 20 | 10 | 34 | 103 | 101 | 100 | 100 | 98 | nt | -31
C=CCNC(=O)NS(=O)(=O)c1ccc(C)cc1 | 104 | 2 | 21 | 18 | 104 | 100 | 100 | 101 | 95 | nt | -7
Cc1cc(C)n(C(=O)c2ccc(C)c(S(=O)(=O)N3CCCCC3)c2)n1 | 99 | -9 | 33 | 8 | 98 | 100 | 97 | 98 | 102 | nt | -7
CCc1ccccc1NC(=O)COc1ccc2c(c1)OCO2 | 91 | 6 | 20 | 10 | 94 | 96 | 95 | 94 | 101 | nt | -26
Cc1cc2oc(=O)cc(Cn3ncc(Cl)c(Cl)c3=O)c2cc1Cl | 91 | 12 | 14 | 6 | 92 | 96 | 91 | 94 | 102 | nt | -68
Cc1ccc(-c2nc3cnccn3c2Nc2ccc3c(c2)OCO3)o1 | 96 | 28 | 23 | 8 | 101 | 98 | 97 | 99 | 101 | nt | -35
CCOC(=O)C1(CC2CC2)CCN(S(=O)(=O)/C=C/c2ccccc2)CC1 | 95 | -2 | 22 | 7 | 97 | 97 | 93 | 99 | 103 | nt | 2
COc1ccc(C2C(=O)N(C3CCCCC3)CC(=O)N2Cc2ccco2)cc1 (centres undefined) | 105 | -4 | 14 | 9 | 108 | 104 | 103 | 104 | 106 | nt | -22
Cc1ccc(S(=O)(=O)Oc2ccc(/C=C3/N=C(c4ccccc4)OC3=O)cc2)cc1 | 101 | 21 | 17 | 11 | 102 | 98 | 98 | 100 | 102 | 2 | -25
Cc1ccc(C(C)C)c(OCC(O)CN2CCOCC2)c1 (centres undefined) | 99 | 19 | 53 | 9 | 95 | 97 | 97 | 99 | 98 | nt | 1
Cc1cc(C(=O)N/N=C/C=C/c2ccc3c(c2)OCO3)n[nH]1 | 102 | 0 | 27 | 8 | 101 | 98 | 97 | 100 | 96 | -9 | 15
CC(=O)NCCCNS(=O)(=O)c1ccc(C)cc1 | 98 | -6 | 15 | 1 | 98 | 95 | 93 | 95 | 99 | 11 | -22
O=C(CCCOc1ccccc1)Nc1cccc(C(=O)O)c1 | 100 | 13 | 16 | 6 | 103 | 101 | 99 | 100 | 99 | nt | -5
CN(C)/C=C(\C#N)C(N)=C(C#N)C#N | ? | 45 | 9 | 9 | ? | ? | ? | ? | ? | -5 | -23
O=C(CSc1nnc(-c2ccccc2F)n1C1CCCCC1)N1CCCC1 | 102 | -4 | 12 | 8 | 104 | 102 | 101 | 103 | 102 | nt | -31
COc1c(O)cccc1-c1nnn(CCC(=O)OCC(=O)c2ccccc2)n1 | 101 | 11 | 32 | 13 | 98 | 99 | 99 | 98 | 101 | nt | 1
CCCCC(=O)Nc1cccc(NC(=O)c2ccc(Br)cc2)c1 | 102 | 17 | 14 | 49* | 106 | 102 | 101 | 102 | 103 | nt | -7
Cc1onc(-c2ccccc2Cl)c1C(=O)NCC(=O)O | 94 | 11 | 15 | 9 | 94 | 92 | 92 | 96 | 98 | nt | 12
Cc1c(NC(=O)C(C)OC(=O)COc2cccc3c2OC(C)(C)C3)c(=O)n(-c2ccccc2)n1C (centres undefined) | 100 | -10 | 31 | 8 | 95 | 97 | 94 | 97 | 98 | 2 | -17
COc1ccc2c(=O)c3c(=O)n(Cc4ccco4)c(-c4ccccc4)nc3oc2c1 | 106 | 22 | 25 | 10 | 109 | 100 | 100 | 103 | 99 | -4 | 12

Part of the list above in a different format.
SMILES	Cdc42 wt	Mcl1-Noxa inh	GSH bead fluor	Avidin bead fluor	Rac1 wt modul	Rab2A wt mod	Rac1 act GTP bind	HRas wt GTP	Rab7 wt modul	Pf gamet viab	Mcl1-Bid inh
COc1ccc(C2C(=O)N(C3CCCCC3)CC(=O)N2Cc2ccco2)cc1 (centres undefined)	105	-4	14	9	108	104	103	104	106	nt	-22
Cc1ccc(C(C)C)c(OCC(O)CN2CCOCC2)c1 (centres undefined)	99	19	53	9	95	97	97	99	98	nt	1
